TRPC4 potent: TRPC4 (mouse) allosteric potentiation | 0.42% of 310,000 active | HEK293 TRPC4beta/mu-opioid, DAMGO EC20, Fluo-4 Ca2+ flux; stronger effect = higher value | B-score at 10 µM | Q9QUQ5;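 active = B-score of calcium response area above 5 SD of library B-scores, with initial fluorescence ratio within 5 SD of library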;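 note: B-score of integrated fluorescence ratio over time as area under calcium response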
MrgX1 ag: agonists of human MrgX1 receptor; Q96LB2; MrgX1-HEK293 cells, Fluo-4 calcium fluorescence, agonist mode; stronger effect = higher value; B-score at 10 µM; 0.44% of 310,000 active; AID 588627;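 active = calcium response B-score plate-corrected fluorescence ratio at least 3 library SD, with starting fluorescence B-score inside 5 SD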
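Test system: HEK293 cells stably expressing human MrgX1 receptor; amount: 15,000 cells per well; doses: compound delivered in addition one of three; times: overnight plating before 1 h dye loading; detection: Fluo-4 NW calcium-flux fluorescence, kinetic read; read-out basis: B-scored fluorescence response ratio; controls: positive and negative controls per plate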
MrgX1 antagonist: human MrgX1 receptor antagonism, primary screen. Q96LB2. MRGX1-HEK293 calcium flux, Fluo-4, BAM8-22 antagonism; stronger effect = lower value. B-score at 10 µM. 1.3% of 310,000 active. AID 588676;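 active = calcium-response B-score plate-corrected more than 3 library SD below zero, starting fluorescence within 5 deviations, no agonist response on first addition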;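 note: peak minus trough fluorescence over baseline after final BAM8-22 challenge near maximal dose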
AI-2 QS modul: Vibrio harveyi AI-2 quorum sensing modulation | Vibrio harveyi JMH597 AI-2 luminescence/OD600 ratio, 9 h; stronger effect = lower value; strain lacks LuxN and CqsS sensors; 0 = neutral-control median | activity change, % at 7.5 µM | 0.4% of 300,000 active; in the data active = activity change below about -75%, passing the limit was not always enough;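 note: luminescence divided by OD600 gain over 9 h not by final OD600 alone; inactives centre near 13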
HIF act: HIF pathway transcriptional activation. activation, % at 7.5 µM (by protocol). 0.32% of 300,000 active. AID 1910. U2OS HRE-luciferase reporter, luminescence; normalized: DMSO 0%, desferrioxamine 100%;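 active = mean activation of at least 10% of the iron chelator positive control signal, with at least half of replicates also reaching 10%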
TRPC6 act: activates the mouse TRPC6 cation channel. Q61143. 0.13% of 310,000 active. HEK293-TRPC6 membrane potential dye fluorescence; stronger effect = higher value. B-score at 10 µM;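 active = B-score of the integrated fluorescence ratio above library mean plus 3 SD, and starting fluorescence ratio within library mean plus 5 SD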;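 note: higher score means more depolarization so channel activation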
Target sequence (Q61143 whole entry, looked up): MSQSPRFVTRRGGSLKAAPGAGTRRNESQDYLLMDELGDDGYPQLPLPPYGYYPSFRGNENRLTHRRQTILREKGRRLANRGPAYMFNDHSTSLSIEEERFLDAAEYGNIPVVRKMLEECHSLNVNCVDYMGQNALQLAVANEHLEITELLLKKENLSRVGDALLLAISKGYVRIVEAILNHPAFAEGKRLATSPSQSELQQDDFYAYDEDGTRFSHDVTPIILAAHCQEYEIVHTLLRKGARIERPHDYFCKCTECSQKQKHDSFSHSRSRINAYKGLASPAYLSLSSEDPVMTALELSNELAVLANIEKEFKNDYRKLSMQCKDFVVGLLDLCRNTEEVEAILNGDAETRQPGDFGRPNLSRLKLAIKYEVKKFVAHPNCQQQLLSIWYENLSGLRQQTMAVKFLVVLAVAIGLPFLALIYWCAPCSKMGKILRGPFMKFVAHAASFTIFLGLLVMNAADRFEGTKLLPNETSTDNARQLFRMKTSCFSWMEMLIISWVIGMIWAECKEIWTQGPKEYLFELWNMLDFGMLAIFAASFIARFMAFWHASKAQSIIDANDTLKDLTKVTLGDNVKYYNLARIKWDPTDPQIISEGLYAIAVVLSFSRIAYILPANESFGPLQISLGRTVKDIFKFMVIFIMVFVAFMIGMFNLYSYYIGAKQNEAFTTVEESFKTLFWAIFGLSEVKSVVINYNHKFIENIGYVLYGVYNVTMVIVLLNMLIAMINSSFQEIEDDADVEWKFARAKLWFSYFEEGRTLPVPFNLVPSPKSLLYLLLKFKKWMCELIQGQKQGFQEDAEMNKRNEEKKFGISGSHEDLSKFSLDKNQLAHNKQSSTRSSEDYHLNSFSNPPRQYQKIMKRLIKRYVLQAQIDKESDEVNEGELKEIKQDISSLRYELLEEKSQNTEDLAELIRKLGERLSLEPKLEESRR
TRPC4 agonist: TRPC4 (mouse) channel activation | Q9QUQ5 | HEK293 TRPC4beta/mu-opioid, Fluo4 calcium fluorescence; stronger effect = higher value | B-score at 10 µM | 0.49% of 310,000 active;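 active = B-score above 5 SD of library B-scores, and initial fluorescence ratio not above library mean plus 5 SD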;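 note: positive B-score marks a calcium rise read as TRPC4 activation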
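system = HEK293 cells stably co-expressing mouse TRPC4beta and mu-opioid receptor | schedule = Fluo4 dye loading 45 min at room temperature, 110 s recording | measure = B-scored integrated calcium fluorescence ratio | signal = Fluo4 calcium-sensitive dye fluorescence, kinetic, 1 Hz baseline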
TRPC6 inhibitor: inhibitors of mouse TRPC6 channel | Q61143 | HEK293-TRPC6, membrane potential dye, ACh-evoked depolarization; stronger effect = lower value | B-score at 10 µM | 1.1% of 310,000 active | AID 2553;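 active = B-score under library mean minus 3 SD, initial fluorescence not abnormally high, positive integrated signal ratio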;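 note: B-score derived from integrated fluorescence ratio over the kinetic read; more negative B-score means stronger inhibition of depolarization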
MrgX1 PAM: human MrgX1 positive allosteric modulation, primary screen | Q96LB2 | MrgX1-HEK293, Fluo-4 calcium flux, FDSS; stronger effect = higher value | B-score at 10 µM | 0.63% of 310,000 active;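 active = plate-corrected calcium response at least 3 library SD above typical, normal starting fluorescence, not activating the receptor alone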;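 note: compound read alongside a low EC10 to EC30 dose of BAM8-22 agonist; peak minus trough fluorescence over baseline measured at the second addition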
PolyA inhibitor: inhibitors of polyadenylation in S. cerevisiae. S. cerevisiae SKY197-pL101 polyadenylation reporter, beta-gal luminescence; efflux-impaired pdr1/pdr3 knockout yeast; score 100 = 6 SD above DMSO. calls only at 12 µM. 0.02% of 300,000 active. AID 1875;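 active = lowest replicate activity score at least 50, where 100 means six control SD above control mean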;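 note: yeast exposed to compound for 9 h at 30 °C; higher score means more reporter readthrough which indicates perturbed polyadenylation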
TRPC4 block: blocks the mouse TRPC4 cation channel; HEK293 TRPC4beta/mu-opioid, DAMGO-evoked Fluo4 calcium flux; stronger effect = lower value; B-score at 10 µM; 0.39% of 300,000 active; AID 2247;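 active = B-score over 3 SD under the library average, no early fluorescence shift, positive overall ratio signal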
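Signal: kinetic Fluo4 fluorescence imaging of calcium influx. Material: stable TRPC4beta/mu-opioid receptor HEK293 cells. Probe or stimulus: DAMGO in two steps, submaximal then maximal.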
Active calls of the source: *; i = inactive; / = no result given. Only part of the results is shown; count on the stated rates, not on these rows.

SMILES	TRPC4 potent	MrgX1 ag	MrgX1 antagonist	AI-2 QS modul	HIF act	TRPC6 act	TRPC4 agonist	TRPC6 inhibitor	MrgX1 PAM	PolyA inhibitor	TRPC4 block
COc1ccc(-n2c(CN3CCN(c4ccccc4OC)CC3)nc3ccc([N+](=O)[O-])cc3c2=O)c(OC)c1	i	/	/	6	0.3	i	i	i	/	i	i
CC(=O)NN1C(=O)/C(=C/c2ccc(Br)o2)SC1=S	i	i	i	13	-0.3	i	i	i	7.1*	i	i
CC(=O)c1ccc(N2CCN(C(=O)c3ccc(NC(=O)C4CCCO4)cc3)CC2)cc1 (configuration not stated)	i	i	i	8	0.6	i	i	i	i	i	i
O=C(Nc1ccc(S(=O)(=O)N2CCCCC2)cc1)c1ccc(CN2CCOCC2)cc1	i	i	-7.7*	40	-0.3	i	i	i	i	i	i
Cc1ccc(-c2nc(C)sc2CC(=O)Nc2cccc(C)c2C)cc1	i	i	i	1	-1.0	i	i	i	i	i	i
COc1ccc(-n2c(CNC(=O)COc3ccc(Cl)cc3Cl)n[nH]c2=S)cc1	i	i	i	-4	-0.4	i	i	i	i	i	i
CN(C(=O)COC(=O)c1ccc(Cl)cc1N)C1CCCCC1	i	i	i	21	3.2	i	i	i	i	i	i
Cc1ccc(NC(=O)c2nc[nH]c2C(=O)N2CCCCC2)c(C(=O)c2ccccc2)c1	i	i	i	-2	0.0	i	i	i	i	i	i
CNC(=O)CN(c1cc(OCCOC)c(Cl)cc1Cl)S(=O)(=O)c1ccccc1	i	i	i	28	-0.2	i	i	i	i	i	i
Cc1ccc(NC(=S)NCc2ccc3c(c2)OCO3)cc1C	i	i	i	5	0.5	i	i	i	i	i	i
Cc1cc(NC(=O)CN2C(=O)NC3(CCCCCC3)C2=O)no1	i	i	i	5	-0.1	i	i	i	i	i	i
C/C(=C\C(=O)Nc1cc(C)on1)c1ccccc1	i	i	i	3	2.0	i	i	i	i	i	i

MrgX1 antagonist, entries above that show a hit
SMILES | TRPC4 potent | MrgX1 ag | MrgX1 antagonist | AI-2 QS modul | TRPC6 act | TRPC4 agonist | PolyA inhibitor | TRPC4 block
O=C(Nc1ccc(S(=O)(=O)N2CCCCC2)cc1)c1ccc(CN2CCOCC2)cc1 | i | i | -7.7* | 40 | i | i | i | i

The list continues:
SMILES	TRPC4 potent	MrgX1 ag	MrgX1 antagonist	AI-2 QS modul	HIF act	TRPC6 act	TRPC4 agonist	TRPC6 inhibitor	MrgX1 PAM	PolyA inhibitor	TRPC4 block
COc1cc(/C=C2\SC(=Nc3ccccc3)NC2=O)cc(Cl)c1O	i	84*	i	61	-0.3	i	i	i	i	i	i
Cc1nc2ccc(Br)cc2c(-c2ccccc2)c1C(=O)O	i	i	i	11	-1.1	i	i	i	i	i	i
CCOC(=O)c1ccc(N2CCN(c3ccccc3F)CC2)c(NC(=O)Nc2ccccc2)c1	i	i	i	39	-0.7	i	i	i	i	i	i
COCCN1C(=O)c2ccccc2C(C(=O)NCCN(C)C)C1c1ccc(F)cc1 (configuration not stated)	i	i	i	10	0.0	i	i	i	i	i	i
CCCC(=O)Nc1ccc2c(c1)nc(CN1CCN(C(=O)OCC)CC1)n2C	i	i	i	4	1.1	i	i	i	i	i	i
O=C(Cc1cccs1)Nn1c(Cc2cccs2)nc2ccccc2c1=O	i	i	i	2	0.0	i	i	i	i	i	i
O=C1C2C3C=CC(C3)C2C(=O)N1CCCCCCN1C(=O)C2C3C=CC(C3)C2C1=O (configuration not stated)	i	i	i	10	/	i	i	i	i	/	i
Cc1ccc(SCC(=O)Nc2ccc(S(=O)(=O)Nc3ncccn3)cc2)cc1	i	i	i	-59	-0.2	i	i	i	i	i	i
COc1cc(-c2noc(C)c2C#CCO)cc(OC)c1OC	i	i	i	-1	-0.2	i	i	i	i	i	/
Cc1ccc(OCCC(=O)OCC(=O)NCCc2ccc(Cl)cc2)cc1	i	i	i	5	-0.3	i	i	i	i	i	i
Cc1ccc(NC(=O)CN2CCC(C(=O)c3ccc4c(c3)OCCO4)CC2)cc1	i	i	i	18	0.3	i	i	i	i	i	i
CN(C)c1ccc(/C=N/N(Cc2ccccc2)c2ccccc2)cc1	i	i	i	9	0.5	i	i	i	i	i	i
COc1ccccc1OCC(=O)NNC(=O)c1ccc2c(=O)n3c(nc2c1)CCC3	i	i	i	2	0.5	i	i	i	i	i	i
Cc1nc(NCc2ccco2)c(C#N)c2c1COC(C)(C)C2	i	i	i	4	-0.3	i	i	i	i	/	i
Nc1nc(C2CCCCC2)cs1	i	i	i	32	-0.2	i	i	i	i	i	i
COc1ccc(OCC(=O)Nc2ccc(N3CCOCC3)c(Cl)c2)cc1	i	i	i	/	-0.1	i	i	i	i	i	i
COc1ccc(CN2CCN(c3ccccc3OC)CC2)cc1OC	i	i	i	31	-0.5	i	i	i	i	i	i
Cc1sc2ncnc(N3CCC(C(=O)NNC(=O)c4ccc(F)cc4)CC3)c2c1C	i	i	i	-7	0.7	i	i	i	i	i	i
CCOCCCNC(=O)Cn1cc2c(n1)CCCCC2	i	i	i	26	0.1	i	i	i	i	i	i
CC(C)(C)OC(=O)N1CCC(c2c(C(=O)N3CCN(C4CCCCC4)CC3)cnn2-c2ccc(F)cc2)CC1	i	i	i	5	-0.1	i	i	i	i	i	i
CCOc1ccc(NS(=O)(=O)c2ccc(C(=O)NCCCN3CCCC3=O)cc2)cc1	i	i	i	18	-0.2	i	i	i	i	i	i
CN(/N=C/c1ccccc1Cl)c1ncc(Cl)cc1C(F)(F)F	i	i	i	14	-0.1	i	i	i	i	i	i
CCOc1ccc(S(=O)(=O)NCCC(=O)OCC(=O)Nc2cc(C)on2)cc1	i	i	i	24	0.1	i	i	i	i	i	i
COc1ccc(-n2c(=O)[nH]c3cc(C(=O)NCCc4ccccc4)ccc3c2=O)cc1OC	i	i	i	11	-0.9	i	i	i	i	i	i
CCn1c(=O)cc(SCC(=O)N2CCN(c3ccccc3F)CC2)c2ccccc21	i	i	i	2	0.4	i	i	i	i	i	i
COc1ccc(C(C)=O)cc1CSc1nnc(Nc2c(C)cccc2C)s1	i	i	i	24	-0.5	i	i	i	i	i	i
COc1ccc(/C=N/NC(=O)CSCC(=O)Nc2ccccc2)cc1	i	i	i	16	0.6	i	i	i	i	i	i
CCC1(c2ccccc2)NC(=O)N(CC(=O)Nc2cc(S(=O)(=O)N3CCCCCC3)ccc2OC)C1=O (configuration not stated)	i	i	i	21	-39	i	i	i	i	i	i
Cc1cc([N+](=O)[O-])nn1CCCC(=O)Nc1cccc(Cl)c1Cl	i	i	i	17	0.5	i	i	i	i	i	i
Fc1ccc(/C=N/N2CCCCC2)c(F)c1	i	i	i	7	-1.6	i	i	i	i	i	i
Cc1cccn2c(=O)nc(SCC(=O)NC3CCCCC3)nc12	i	i	i	29	-0.9	i	i	i	i	i	i
COc1ccccc1-c1c(C)nn2c(N3CCC(C)CC3)cc(C)nc12	i	i	i	7	-0.2	i	i	i	i	i	i
N=C1N(/N=C/c2ccccc2)C(=Nc2ccccc2)C(=S)N1c1ccccc1	i	i	i	-3	2.5	i	i	i	i	i	i
Cc1ccc(C)c(OCC(=O)Nc2ccccc2C(=O)N2CCN(C)CC2)c1	i	i	i	24	1.8	i	i	i	i	/	i
CCN1CC=C2C(C#N)=C(N)C(C#N)(C#N)C(c3cc(Cl)ccc3Cl)C2C1 (configuration not stated)	i	i	i	5	0.0	i	i	i	i	i	i
CCc1ccccc1NC(=O)Nc1c(C)n(C)n(-c2ccccc2)c1=O	i	i	i	23	-0.4	i	i	i	i	i	i
O=C(COC(=O)/C=C/c1cccc(Cl)c1)Nc1ccc2[nH]c(=O)[nH]c2c1	i	i	i	19	2.1	i	i	i	i	i	i
Cc1ccc(OCCCn2c(=O)sc3ccccc32)cc1	i	i	i	10	1.1	i	i	i	i	i	i
O=C(NCc1ccccc1)C(=O)NCC1OCCN1S(=O)(=O)c1ccc([N+](=O)[O-])cc1 (configuration not stated)	i	i	i	9	-0.4	i	i	i	i	i	i
CC(C)[C@H](NC(=O)c1ccco1)C(=O)NC12CC3CC(CC(C3)C1)C2	i	i	i	8	-0.1	i	i	i	i	i	i
COc1ccccc1NC(=O)c1ccc(NC(=O)CN2C(=O)CN(C)C2=O)cc1	i	i	i	13	0.5	i	i	i	i	i	i
Cc1cc(S(=O)(=O)N2CCC3(CC2)OCCO3)c(C)cc1Cl	i	i	i	12	-0.6	i	i	i	i	i	i
Cc1cccc(NC(=O)CSCC(=O)Nc2cc(Cl)ccc2N2CCN(C)CC2)c1	i	i	i	9	0.8	i	i	i	i	i	i
CC(=O)NNC(=O)c1cc2c3ccccc3n(C)c2s1	i	i	i	6	-2.2	i	i	i	i	i	i
N#C/C(=N\Nc1ccccc1)C(N)=S	i	i	i	31	-0.1	i	i	i	i	i	i
COCCN1C(=O)C(=O)/C(=C(/O)c2ccc(S(=O)(=O)N3CCOCC3)cc2)C1c1ccc(O)cc1 (configuration not stated)	i	i	i	17	-0.1	i	i	i	i	i	i
CN(C)S(=O)(=O)c1ccc(C(=O)NCC(C)(C)CN=C2NS(=O)(=O)c3ccccc32)cc1	i	i	i	27	-0.3	i	i	i	i	i	i
O=C(O)Cn1nnc(-c2ccc(OCc3ccccc3)cc2)n1	i	i	i	29	0.7	i	i	i	i	i	i
Cc1cc(C)c(C)c(/C=C(/C#N)C(N)=S)c1C	i	i	i	25	-0.5	i	i	i	i	i	i
Cc1ccc(NC(=O)C(=O)NN=C2CCCC2)cc1C	i	i	i	35	0.3	i	i	i	i	i	i
CCC1=C2CC[C@H]3C(=O)N(CC)C(=O)[C@H]3[C@H]2[C@@]2(Cc3ccccc3)C(=NCc3ccccc3)OC(=O)N2C1=O	i	i	i	10	0.1	i	i	i	i	i	i
O=C(Cc1ccccc1[N+](=O)[O-])Nc1cccc(S(=O)(=O)NC2=NCCCCC2)c1	i	i	i	4	0.3	i	i	i	i	i	i
O=C(CCCN1C(=O)c2cccnc2C1=O)Nc1ccc(Br)cc1	i	i	i	21	-0.1	i	i	i	i	i	i
O=c1ccnc(SCCc2ccc([N+](=O)[O-])cc2)[nH]1	i	i	i	6	-0.5	i	i	i	i	i	i

High-throughput results as filed in PubChem BioAssay.
